SENP7 block: SENP7 protease inhibition | recombinant SENP7, Z-RLRGG-aminoluciferin luminescence, 40 min | inhibition, % at 5 µM | 330,000 compounds, 1.5% hits | AID 434973;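 active = inhibition above about 50% at the single test dose, limit read from the data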;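 note: plate controls were DMSO with enzyme for no effect and no enzyme buffer wells for full effect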
Target sequence (Q9BQF6 706-1050 limits assumed): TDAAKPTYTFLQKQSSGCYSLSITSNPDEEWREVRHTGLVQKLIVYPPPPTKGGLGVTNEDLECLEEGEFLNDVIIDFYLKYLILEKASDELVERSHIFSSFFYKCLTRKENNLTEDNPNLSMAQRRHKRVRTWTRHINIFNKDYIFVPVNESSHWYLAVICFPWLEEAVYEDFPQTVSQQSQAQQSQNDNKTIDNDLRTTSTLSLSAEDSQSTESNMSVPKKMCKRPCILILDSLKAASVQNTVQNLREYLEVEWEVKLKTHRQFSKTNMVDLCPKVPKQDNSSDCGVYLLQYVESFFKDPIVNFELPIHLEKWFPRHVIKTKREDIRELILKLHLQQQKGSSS
SENP8 block-1: inhibitors of human SENP8 protease | recombinant SENP8, Nedd8 substrate fluorescence | AID 602440 | inhibition, % at 20 µM | Q96LD8 | 360,000 compounds, 0.64% hits; in the data active = inhibition mostly above about 40%, no sharp cut-off; inactive = mostly below about 27%
Target sequence (Q96LD8 whole entry, looked up): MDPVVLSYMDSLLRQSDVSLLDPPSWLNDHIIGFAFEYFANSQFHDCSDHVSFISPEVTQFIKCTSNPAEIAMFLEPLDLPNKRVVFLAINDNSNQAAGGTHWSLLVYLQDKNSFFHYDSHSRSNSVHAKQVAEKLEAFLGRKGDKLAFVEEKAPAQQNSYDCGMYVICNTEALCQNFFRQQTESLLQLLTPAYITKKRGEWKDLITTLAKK
SENP6 block: blocks the human protease SENP6; AID 2599; Q9GZR1; Recombinant SENP6 catalytic domain, aminoluciferin luminescence; 330,000 compounds, 1.8% hits; inhibition, % at 10 µM;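 active = inhibition above about 50% at the single tested dose, limit read from the data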;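 note: plate controls were DMSO wells with enzyme for no effect and DMSO wells lacking enzyme for full effect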
SENP8 block-2: inhibitors of human SENP8 protease; Q96LD8; purified SENP8, Z-RLRGG-aminoluciferin cleavage, luminescence; inhibition, % at 10 µM; 330,000 compounds, 1.2% hits; AID 2540; in the data active = inhibition above about 50%
APOBEC3G inh: inhibitors of human APOBEC3G DNA deaminase; recombinant A3G, ssDNA deamination FAM/TAMRA fluorescence; inhibition, % at 20 µM; 330,000 compounds, 0.28% hits;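 active = inhibition of at least 40% at 20 µM, with no more than 30% in the related APOBEC3A deaminase screen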;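 note: plate controls were DMSO wells with A3G for no effect and wells lacking A3G enzyme for full effect; some compounds called inactive have numbers as strong as hits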
SENP1 FRET inh: blocks the human SENP1 SUMO protease catalytic domain. 360,000 compounds, 0.21% hits. Q9P0U3. inhibition, % at 10 µM. recombinant SENP1 catalytic domain, CyPet-SUMO1-YPet FRET cleavage;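 active = inhibition at least 30% at 10 µM, raw YFP signal under a set limit, fluorescence ratio 0.5 to 1.5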;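 note: 0% = enzyme with DMSO and 100% = no enzyme wells; some results filed as inactive read as strong as hits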
Target sequence (Q9P0U3 419-644 limits assumed): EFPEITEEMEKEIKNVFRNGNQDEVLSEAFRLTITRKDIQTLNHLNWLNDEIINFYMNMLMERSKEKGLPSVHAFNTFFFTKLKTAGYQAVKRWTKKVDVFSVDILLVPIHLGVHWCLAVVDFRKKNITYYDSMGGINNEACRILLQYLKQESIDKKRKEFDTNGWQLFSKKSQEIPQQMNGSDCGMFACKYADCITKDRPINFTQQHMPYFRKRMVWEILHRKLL
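Material: hSENP1 catalytic domain, recombinant; medium: Tris pH 8 with BME, BSA, NP40 and catalase; compound: single concentration of 10 µM compound, 0.5% DMSO final; technique: FRET read of cyan and yellow fluorescence; timing: 50 min enzyme reaction, room temperature, light-protected; reagent: SFCypet-SUMO1-SFYpet substrate at 25 nM; control set: no-enzyme low, enzyme-DMSO high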
Apaf-1 inh: inhibitors of human Apaf-1 apoptosome | 330,000 compounds, 0.71% hits | AID 489030 | inhibition, % at 20 µM | reconstituted apoptosome caspase-3 activity, DEVD-Rh110 fluorescence | O14727; active = inhibition of at least 40% at 20 µM;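 note: plate controls were DMSO wells for no effect and DEVD-CHO caspase inhibitor wells for full effect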
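Material: biochemical Apaf-1 apoptosome reconstitution. Medium: Hepes buffer, pH 7.5. Also added: cytochrome c activation, bis-DEVD rhodamine 110 substrate. Timing: 30 min compound preincubation, 50 min activation, room temperature. Measured by: rhodamine 110 fluorescence at Ex 480/Em 540 nm.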
UBC13 polyUb: blocks human UBC13 polyubiquitin chain formation | P61088 | TR-FRET | inhibition, % at 20 µM | 330,000 compounds, 0.47% hits; in the data active = inhibition above about 45%, passing the limit was not always enough
Target sequence (P61088 whole entry, looked up): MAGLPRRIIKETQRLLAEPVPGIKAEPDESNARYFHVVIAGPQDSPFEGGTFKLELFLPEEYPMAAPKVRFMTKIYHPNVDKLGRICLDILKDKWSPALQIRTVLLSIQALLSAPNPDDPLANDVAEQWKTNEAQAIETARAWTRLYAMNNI
Starred values were filed as active, the others as inactive; i = inactive; nt = no result given.

SMILES | SENP7 block | SENP8 block-1 | SENP6 block | SENP8 block-2 | APOBEC3G inh | SENP1 FRET inh | Apaf-1 inh | UBC13 polyUb
N#Cc1nc(-c2ccc(Cl)cc2)oc1N1CCCCC1 | 4 | -282 | -12 | -5 | -4 | 1 | -2 | 17
CCCCOc1ccc(N2C(=O)CC(N(CCc3ccccc3)C(=O)/C=C/C(=O)O)C2=O)cc1 (configuration not stated) | 7 | 19 | -7 | -1 | 5 | -1 | 11 | -4
COc1ccccc1Nc1c2ccccc2nc2ccccc12 | -4 | 7 | -8 | -8 | -6 | -8 | 3 | -49
CCC(=O)N1CCc2cc(OC)c(OC)cc2C1COc1ccc(OC)cc1 (configuration not stated) | 8 | -4 | 9 | 2 | -9 | -4 | -1 | 10
CCOC(=O)Cc1csc(NC(=O)COc2ccc(C)cc2)n1 | 0 | 8 | 3 | 5 | -2 | 0 | 0 | 6
COc1ccc(N2CCN(S(=O)(=O)c3cccs3)CC2)cc1 | 7 | -3 | 4 | -2 | -1 | 0 | 4 | 8
CN1CCN(S(=O)(=O)c2cnccc2N2CCN(c3cccc(Cl)c3)CC2)CC1 | 2 | 9 | 15 | -1 | -5 | -1 | 7 | 11
O=C(CNC(=O)Cc1ccccc1)NCC(=O)N1CCCCC1 | 3 | 14 | 6 | 4 | -7 | -3 | -8 | 6
COc1ccccc1CN1C(=O)CN(C2CCCC2)C(=O)C1c1ccc(F)cc1 (configuration not stated) | -16 | 13 | -16 | -11 | -7 | 4 | 2 | -9
COc1ccc(-c2cn(CCC(=O)NCc3ccc(C)cc3)c(CCN)n2)cc1 | 1 | 16 | -9 | 4 | 3 | -3 | 13 | 9
COc1ccc(CCC(C)N2CCC(Oc3ccc(C(=O)N4CCCC4)cc3)CC2)cc1 (configuration not stated) | 6 | 11 | 15 | 1 | 1 | -22 | -6 | 0
COC(=O)C(NC(=O)c1c(C)nn(C)c1Cl)c1ccccc1 (configuration not stated) | -5 | 20 | -24 | -8 | -3 | 3 | -9 | -1
COc1ccccc1C(=O)NCCCNc1ccc([N+](=O)[O-])cc1 | 4 | 19 | -5 | -4 | 0 | 0 | 4 | -5
O=C1c2nc3ccccn3c2C(=O)N1Cc1ccccc1 | -3 | -54 | 2 | 1 | 4 | -2 | -3 | 13
CCNC(=O)NC(=O)CSc1ccccc1F | -1 | 15 | -7 | 3 | -6 | 3 | -14 | 12
NC(=O)c1ccccc1NC(=O)/C=C/c1ccc(Cl)cc1 | 63* | 3 | 51* | 22 | -7 | 1 | -19 | 2
NC(=O)c1ccccc1N=Cc1ccccn1 | 1 | -126 | -9 | 7 | 0 | 2 | 1 | 9
N#CCCn1ncn(-c2ccccc2)c1=S | 0 | 9 | -8 | -1 | -5 | 0 | -3 | -2
CCCC1=NN(c2ccc([N+](=O)[O-])cc2)C(=O)/C1=C\N(C)C | 96* | 52* | 95* | 95* | -10 | 3 | 10 | -21
COc1ccc(C(=O)NCC(=O)OCCOc2ccc(Cl)cc2)cc1OC | -1 | 4 | 8 | -1 | 5 | -1 | 4 | 0
COc1ccc(Cc2c(O)nc(SCC(=O)N3CCOCC3)[nH]c2=O)cc1 | -8 | 34 | -6 | -4 | -6 | 0 | -13 | -5
Cc1cc(C)c(C#N)c(Nc2ccc(F)cc2)n1 | 6 | -136 | 16 | 5 | -8 | 0 | -7 | 15
COc1ccc(C(=O)NCC(c2cccnc2)N2CCN(c3ccccc3)CC2)cc1OC (configuration not stated) | 5 | 18 | 0 | 5 | -7 | -2 | -6 | 3
CC(CCc1ccccc1)NC(=O)CNc1cccc([N+](=O)[O-])c1 (configuration not stated) | 0 | 11 | -2 | 1 | -10 | 2 | 1 | 6
COc1ccccc1NC(=O)Cc1nnc(SCC(=O)c2ccccc2)n1C | -5 | 10 | -6 | 1 | -2 | 2 | 7 | 0
c1ccc(-c2nnc(CN3CCC4(CC3)OCCO4)o2)cc1 | 0 | 22 | -10 | 2 | -11 | -2 | -11 | 8
CCOc1ncccc1C(=O)Nc1ccc(S(=O)(=O)Nc2cc(C)nc(C)n2)cc1 | 0 | -5 | -13 | -12 | 11 | -3 | 12 | -5
O=C(NCC(c1ccco1)N1CCN(c2ccc(F)cc2)CC1)C(=O)NC1CC1 (configuration not stated) | -6 | 5 | -3 | 0 | -9 | 4 | 3 | -4
COc1cc2c(c(OC)c1OC)C(c1ccc(C)cc1)CC(=O)O2 (configuration not stated) | 4 | 12 | nt | nt | 6 | 2 | 10 | nt
COc1cc(CC(=O)Nc2ccc3nc(SC)sc3c2)cc(OC)c1OC | 4 | 3 | -13 | 7 | -6 | -2 | -16 | 10
CC(NC(=O)CN1CCN(c2ccccc2F)CC1)c1ccccc1 (configuration not stated) | 5 | 20 | 10 | 7 | -10 | -2 | -4 | 0
COC(=O)C/C=C/[C@@H](C)[C@@H](/C=N/OC[C@H]1O[C@H](c2ccccc2)C=C[C@@H]1Oc1ccc(OC)cc1)OC | -7 | nt | -10 | -12 | -6 | nt | 10 | -9
Cc1cccc(C)c1NC(=O)CSc1nnc(NC(=O)c2ccccc2C(=O)O)s1 | -1 | 16 | 1 | 1 | 17 | 1 | -9 | 1
O=C(NCc1cccs1)c1ccc(CS(=O)(=O)c2ccc(Cl)cc2)o1 | 3 | 0 | -10 | -4 | -4 | 3 | -9 | 6
Cc1noc(C)c1COC(=O)c1ccccc1NC(=O)Cc1ccccc1 | 6 | 6 | 13 | 7 | 4 | 2 | -3 | 1
O=C(NCCN1CCOCC1)C(=O)NCC1OCCN1S(=O)(=O)c1ccc(F)cc1 (configuration not stated) | -3 | 9 | 0 | 0 | -7 | 0 | -4 | 5
Cc1cc([N+](=O)[O-])cc(/C=N/n2c(C)nc3ccccc3c2=O)c1O | 12 | 10 | -21 | 6 | -7 | -89 | -15 | 3
Cc1c(Cl)cccc1NC(=S)N1CCCN(Cc2ccc(F)cc2)C1 | -1 | 17 | -11 | -3 | -3 | 0 | -3 | -2
Cc1cc(C)c2nc(NC(=O)c3ccc(OCC4CCCO4)cc3)sc2c1 (configuration not stated) | 5 | -339 | -23 | -1 | -5 | 1 | 17 | -1
Cc1cccc(NC(=O)c2nc[nH]c2C(=O)N[C@@H](CCCCNC(=O)OC(C)(C)C)C(=O)OC(C)(C)C)c1 | -8 | 7 | -8 | -13 | -10 | -1 | 11 | -16
C/C(=N\Nc1cc(N2CCOCC2)ncn1)c1ccccc1 | 16 | 26 | 2 | -11 | -1 | -4 | 9 | -10
COc1c2c(cc3c1C(CC(O)Cc1ccccc1)N(C)CC3)OCO2 (configuration not stated) | 1 | -50 | 17 | 0 | -12 | -13 | 4 | 8
CSc1ccccc1C(=O)Nc1cc2c(cc1C(=O)O)OCCCO2 | 3 | 0 | 10 | 13 | -5 | 0 | 15 | -2
Cc1cc(N=NC(=O)c2ccccc2O)c2ccccc2c1O | 11 | 20 | 20 | 5 | -8 | 4 | -10 | -99
COc1ccc(OC)c(/C=C/C(=O)OCC(=O)NCc2cccs2)c1 | -5 | i | -9 | -11 | -3 | -35 | 16 | 0

Quoted at random: five compounds from above, in no set order.
SMILES | SENP7 block | SENP8 block-1 | SENP6 block | SENP8 block-2 | APOBEC3G inh | SENP1 FRET inh | Apaf-1 inh | UBC13 polyUb
Cc1cc([N+](=O)[O-])cc(/C=N/n2c(C)nc3ccccc3c2=O)c1O | 12 | 10 | -21 | 6 | -7 | -89 | -15 | 3
Cc1cc(N=NC(=O)c2ccccc2O)c2ccccc2c1O | 11 | 20 | 20 | 5 | -8 | 4 | -10 | -99
Cc1cccc(C)c1NC(=O)CSc1nnc(NC(=O)c2ccccc2C(=O)O)s1 | -1 | 16 | 1 | 1 | 17 | 1 | -9 | 1
CSc1ccccc1C(=O)Nc1cc2c(cc1C(=O)O)OCCCO2 | 3 | 0 | 10 | 13 | -5 | 0 | 15 | -2
Cc1noc(C)c1COC(=O)c1ccccc1NC(=O)Cc1ccccc1 | 6 | 6 | 13 | 7 | 4 | 2 | -3 | 1

Other results:
SMILES | SENP7 block | SENP8 block-1 | SENP6 block | SENP8 block-2 | APOBEC3G inh | SENP1 FRET inh | Apaf-1 inh | UBC13 polyUb
CCCCn1c(N)c(N(CCOC)C(=O)C2CC(=O)N(c3cccc(SC)c3)C2)c(=O)[nH]c1=O (configuration not stated) | 3 | -4 | -10 | 5 | -7 | 0 | 3 | 5
CC(NC(=O)CCCCCCN1C(=O)c2ccccc2C1=O)c1ccc2c(c1)CCCC2 (configuration not stated) | 0 | 0 | -19 | 3 | -8 | 0 | 20 | 12
CCNC(=O)C(=O)N/N=C/c1cc([N+](=O)[O-])ccc1O | -11 | 16 | 0 | -14 | -5 | -6 | -8 | -41
O=C(/C=C/c1cccc([N+](=O)[O-])c1)Nc1cccc(NC(=O)c2ccco2)c1 | 4 | 21 | 3 | 3 | -4 | 0 | -9 | 0
O=C(CSc1ncc(-c2ccccc2)[nH]1)Nc1ccccc1 | 6 | 10 | 2 | -3 | 8 | 1 | -8 | 15
COc1ccc(S(=O)(=O)N(C)CC(=O)Nc2ccccc2SC)cc1 | -1 | 15 | 8 | -1 | -1 | 1 | -2 | 13
CCn1cc([N+](=O)[O-])c(C(=O)N2N=C(c3ccc4ccccc4c3)CC2c2cc(Br)ccc2O)n1 (configuration not stated) | -5 | 26 | -21 | -12 | -1 | 0 | 29 | -16
CN(Cc1ccccc1)C(=O)c1ccc(NC(=O)Cc2cccc([N+](=O)[O-])c2)cc1 | -13 | 14 | -5 | 5 | -8 | 1 | 14 | 18
O=C(O)C1=C[C@H](c2ccc(C(F)(F)F)cc2)C[C@H](OCCCCO)O1 | 2 | 8 | 1 | 11 | -2 | 1 | 12 | -18
Cc1[nH]c2ccccc2c1C(=O)CN1CCCCC1CCO (configuration not stated) | -7 | 27 | -5 | 2 | 0 | -18 | -2 | 2
O=C(C[n+]1cc(-c2ccccc2)n2c1CCCCC2)c1ccc(Br)cc1 | 6 | 46* | -16 | -4 | -6 | -1 | -4 | 16
COc1ccc(-c2coc3cc(OC)cc(O)c3c2=O)cc1 | 63* | 16 | 30 | -11 | -10 | 4 | 0 | -9
CCN(CC)CCN1C(=O)c2ccccc2NC1c1ccc(N(C)C)cc1 (configuration not stated) | -6 | -117 | 2 | 6 | -3 | 2 | -1 | 7
Cn1nnnc1SCC(=O)Nc1ccccc1Cl | 0 | 27 | 15 | 1 | 1 | 1 | 1 | 8
CC1Cc2nc(SCC(=O)N3CCN(c4ccccc4)CC3)n(CCc3ccccc3)c(=O)c2S1 (configuration not stated) | 3 | 12 | 4 | 2 | -4 | 0 | 14 | -10
CCOc1ccccc1CN1CCNC(=O)C1CC(=O)NCc1nccn1CC (configuration not stated) | -11 | -3 | -17 | -20 | -4 | -5 | 5 | -3
COc1ccc(S(=O)(=O)N2CCOCC2)cc1NC(=O)COC(=O)CC1CC2CCC1C2 (configuration not stated) | -10 | -4 | -11 | -11 | -7 | 1 | 21 | 2
CC(C)O/C(=N\S(=O)(=O)c1ccc(Cl)cc1)c1ccccc1 | -1 | 12 | 3 | 4 | -3 | 1 | 4 | 15
COc1ccc(CCNc2cc(-c3ccccc3)nc3ncnn23)cc1 | -11 | -106 | -20 | -6 | -1 | 1 | 9 | 0
O=C(COC(=O)c1ccc(Br)o1)Nc1ccc(S(=O)(=O)N2CCCC2)cc1 | 2 | 4 | 0 | 5 | -1 | 2 | 7 | 3
CCOC(=O)C1CCCN(Cc2ccccc2OCC)C1 (configuration not stated) | -4 | 10 | 5 | -2 | -7 | 1 | -17 | 3
CCNC(=O)C(=O)NCC1OCCCN1S(=O)(=O)c1ccc(F)cc1C (configuration not stated) | -6 | 2 | -16 | -7 | -6 | 1 | 2 | -5
CCCC(=O)Oc1ccc(C2NC(=O)c3ccccc3O2)cc1OC (configuration not stated) | -5 | -39 | -11 | -4 | -2 | 2 | 10 | 0

Screening results as filed in PubChem BioAssay.
